# TRPC6 activator = mouse TRPC6 channel activators, primary screen, cell-based, HEK293, membrane potential dye; HEK293-TRPC6 membrane potential dye fluorescence; active compounds read high; Short transient receptor potential channel 6 (Mus musculus), Q61143; 310,000 compounds, 0.13% hits; AID 2550, 2010; B-score at 10 µM;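 active = B-score of the integrated fluorescence ratio above library mean plus 3 SD, and starting fluorescence ratio within library mean plus 5 SD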;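 note: higher score means more depolarization so channel activation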
# SKKanGAS inh = S. pyogenes SKKanGAS growth inhibitors in kanamycin, primary screen, streptokinase expression inhibitor project, SKKanGAS strain, BacTiter-Glo luminescence; 6 h; 300,000 compounds, 1.3% hits; inhibition, % at 7.5 µM; AID 1662, 2009;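 active = mean replicate score, as percent of positive control median, at least 50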;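 note: strain carries kanamycin resistance gene driven by streptokinase promoter and grows in 40 µg/ml kanamycin; loss of luminescence reflects streptokinase promoter inhibition or plain growth inhibition; 0% = median of DMSO wells and 100% = positive control at its reference dose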
# HIF activator = HIF pathway transcriptional activators, primary screen, cell-based, U2OS HRE-luciferase, luminescence; U2OS HRE-luciferase reporter; normalized: DMSO 0%, desferrioxamine 100%; activation, % at 7.5 µM (by protocol); 300,000 compounds, 0.32% hits;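 active = mean activation of at least 10% of the iron chelator positive control signal, with at least half of replicates also reaching 10%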
# MrgX1 PAM = positive allosteric modulators of MrgX1, primary screen, HEK293 cells, Fluo-4 calcium flux | 310,000 compounds, 0.63% hits | FDSS; active compounds read high | AID 588675, 2011 | B-score at 10 µM | Mas-related G-protein coupled receptor member X1 (Homo sapiens), Q96LB2;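 active = plate-corrected calcium response at least 3 library SD above typical, normal starting fluorescence, not activating the receptor alone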;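 note: compound read alongside a low EC10 to EC30 dose of BAM8-22 agonist; peak minus trough fluorescence over baseline measured at the second addition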
# Target sequence (Q96LB2 whole entry, looked up): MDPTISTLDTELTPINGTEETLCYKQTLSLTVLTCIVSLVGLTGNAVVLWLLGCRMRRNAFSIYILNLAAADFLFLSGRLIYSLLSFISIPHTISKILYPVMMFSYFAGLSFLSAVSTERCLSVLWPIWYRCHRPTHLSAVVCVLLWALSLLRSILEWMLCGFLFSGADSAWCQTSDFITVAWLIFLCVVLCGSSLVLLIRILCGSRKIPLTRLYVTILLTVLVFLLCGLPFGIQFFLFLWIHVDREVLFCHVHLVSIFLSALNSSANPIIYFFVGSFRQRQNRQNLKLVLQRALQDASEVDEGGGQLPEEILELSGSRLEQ
# MrgX1 antagonist = antagonists of human MrgX1 receptor, primary screen, HEK293 cells, Fluo-4 calcium flux; Mas-related G-protein coupled receptor member X1 (Homo sapiens), Q96LB2; BAM8-22 antagonism; active compounds read low; B-score at 10 µM; 310,000 compounds, 1.3% hits; AID 588676, 2011;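 active = calcium-response B-score plate-corrected more than 3 library SD below zero, starting fluorescence within 5 deviations, no agonist response on first addition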;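 note: peak minus trough fluorescence over baseline after final BAM8-22 challenge near maximal dose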
# RGS4 block = RGS4 inhibitors, primary screen, cell-based, HEK293 M3R inducible RGS4, calcium flux. 310,000 compounds, 0.45% hits. AID 463165, 2010. Regulator of G-protein signaling 4 (Homo sapiens), P49798. Fluo-4 calcium flux; active compounds read high; triggered by carbachol at its EC20. B-score at 10 µM;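 active = B-score, a plate-corrected calcium signal, over three deviations above library mean, with baseline fluorescence within five deviations of library mean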;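 note: RGS4 expression induced by doxycycline in cells with stable M3 receptor; B-score is computed from the integrated fluorescence ratio over baseline after carbachol; higher B-score means a larger calcium signal and so more RGS4 inhibition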
# Target sequence (P49798 whole entry, looked up): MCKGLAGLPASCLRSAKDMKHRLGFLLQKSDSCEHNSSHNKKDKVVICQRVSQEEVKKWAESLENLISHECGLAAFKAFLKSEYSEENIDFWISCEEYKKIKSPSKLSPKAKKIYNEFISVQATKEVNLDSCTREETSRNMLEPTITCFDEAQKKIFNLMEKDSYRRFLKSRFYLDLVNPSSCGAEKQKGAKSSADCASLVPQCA
# Platelet DG rel = inhibitors of platelet dense granule secretion, primary screen, cell-based, MLPCN, human platelets; 300,000 compounds, 0.22% hits; human platelet-rich plasma, SFLLRN dense granule ATP release, luminescence; inhibition, %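 (compounds screened at 7.5 µM in platelet-rich plasma)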;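 active = mean replicate score, as percent of positive control, at or above 50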
# RGS4 act = RGS4 potentiators or activators, primary screen, cell-based, HEK293 M3R inducible RGS4, calcium flux; carbachol calcium flux Fluo4; active compounds read low; B-score at 10 µM; 310,000 compounds, 0.92% hits; AID 463111, 2010;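 active = B-score of the integrated calcium signal more than 4 SD below the library mean, with starting fluorescence not abnormally high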;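 note: negative B-score means reduced calcium response which marks RGS4 activation or potentiation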
#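 Material: M3R-expressing HEK293 line, RGS4 induced by doxycycline | Schedule: Overnight RGS4 induction, 30 min dye load 37 °C, 20 min compound RT | Measured by: Fluo4 fluorescence kinetic imaging of calcium | Read-out: Integrated calcium ratio converted to B score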
# TRPC6 inhibitor = mouse TRPC6 channel inhibitors, primary screen, cell-based, HEK293, membrane potential dye. Short transient receptor potential channel 6 (Mus musculus), Q61143. B-score at 10 µM. 310,000 compounds, 1.1% hits. ACh-evoked depolarization; active compounds read low;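 active = B-score under library mean minus 3 SD, initial fluorescence not abnormally high, positive integrated signal ratio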;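 note: B-score derived from integrated fluorescence ratio over the kinetic read; more negative B-score means stronger inhibition of depolarization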
# TRPC4 inh = inhibitors of mouse TRPC4 channel, primary screen, Fluo4 calcium, HEK293 TRPC4beta/mu-opioid cells; Short transient receptor potential channel 4 (Mus musculus), Q9QUQ5; DAMGO-evoked Fluo4 calcium flux; active compounds read low; B-score at 10 µM; 300,000 compounds, 0.39% hits;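 active = B-score over 3 SD under the library average, no early fluorescence shift, positive overall ratio signal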
#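 Signal: kinetic Fluo4 fluorescence imaging of calcium influx. Material: stable TRPC4beta/mu-opioid receptor HEK293 cells. Probe or stimulus: DAMGO in two steps, submaximal then maximal.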
# MrgX1 ag = agonists of human MrgX1 receptor, primary screen, HEK293 cells, Fluo-4 calcium flux. Fluo-4 calcium fluorescence, agonist mode; active compounds read high. B-score at 10 µM. 310,000 compounds, 0.44% hits;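 active = calcium response B-score plate-corrected fluorescence ratio at least 3 library SD, with starting fluorescence B-score inside 5 SD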
#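 Assay system: stable human MrgX1 HEK293 cell line. Quantity: 15,000 cells per well. Schedule: cells plated overnight, dye loaded 0.5 h 37 °C, 0.5 h room temperature. Detection: Fluo-4 NW calcium-flux fluorescence, kinetic read. Read-out basis: peak-minus-minimum fluorescence over baseline, converted to B scores. Control set: positive and negative control wells on each plate.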
# * hit, by the source's call; i = inactive. Rows are unselected (roughly 6.1% active in at least one column).
molecule	RGS4 block	Platelet DG rel	RGS4 act	TRPC6 inhibitor	MrgX1 antagonist	SKKanGAS inh	HIF activator	MrgX1 ag	MrgX1 PAM	TRPC6 activator	TRPC4 inh
Cc1nn(C)c(Cl)c1CN1CCCC(CCC(=O)NCc2ccccc2F)C1 (centres undefined)	i	14	i	i	i	1	0.2	i	i	i	i
CC(C)C(=O)NC(=O)COC(=O)/C=C/c1cccs1	i	-15	i	i	i	-5	0.3	i	i	i	i
O=c1cc(-c2ccccc2)nc2nc(-c3ccco3)[nH]n12	i	5	i	i	i	4	0.0	i	i	i	i
CCOC(=O)CSc1nnc(C)c(C)n1	i	7	i	i	i	4	-1.1	i	i	i	i
COc1cccc(NC(=O)N2CCCC(C(=O)NCc3ccc(F)cc3)C2)c1 (centres undefined)	i	-5	i	i	i	4	2.1	i	i	i	i
CSC1=NCCN1C(=O)Cc1ccc(F)cc1	i	-9	i	i	i	-2	0.2	i	i	i	i
NNC(=O)COc1ccc(C(F)(F)F)cc1	i	11	i	i	i	4	0.1	i	i	i	i
COCCn1c(C)cc(C2=NNC(=Nc3ccc(OC)cc3)SC2)c1C	i	7	i	i	i	2	-0.3	i	i	i	i
O=C(NC(=S)Nc1cc(Cl)ccc1O)c1cccc(Br)c1	i	7	i	i	i	108*	-0.6	i	i	i	i
COc1cccc(-c2nc(CS(=O)CC(=O)NC3CC3)c(C)o2)c1 (centres undefined)	i	-7	i	i	i	0	0.1	i	i	i	i
Cc1onc(-c2ccccc2)c1-c1nc2ccccc2c(=O)o1	i	-6	i	i	i	20	-28	i	i	i	i
CC(CN1CCCC1)OC(=O)Cc1ccc(Cl)cc1 (centres undefined)	i	-6	i	i	i	2	-1.4	i	i	i	i
COc1ccc(S(=O)(=O)NCC(c2cccnc2)N2CCN(Cc3ccccc3)CC2)cc1C (centres undefined)	i	-9	i	i	i	7	-0.1	i	i	i	i
CCOc1ccc(NC(=O)c2cccc3c2C(=O)N(Cc2cccnc2)C3)cc1	i	-3	i	i	i	13	-41	i	i	i	i
CCCCCC(=O)Nc1nc(C)c(-c2csc(Nc3cc(Cl)ccc3C)n2)s1	i	-4	i	i	i	14	-1.4	i	i	i	i
CC[C@H](C)[C@H](NC(N)=O)C(=O)NNC(=O)c1ccc(COc2cccc3cccnc23)cc1	i	-3	i	i	i	1	-0.5	i	i	i	i
COC(=O)C1=C(C)N(Cc2ccccc2)C(=O)/C1=C\c1ccco1	i	3	i	i	i	-11	-0.2	i	i	i	i
O=C(CN1CCOCC1)Nc1nc2ccc(Br)cc2s1	i	9	i	i	i	11	0.9	i	i	i	i
O=C(COC(=O)c1cccnc1Nc1ccccc1F)NCc1ccc2c(c1)OCO2	i	-5	i	i	i	-8	0.6	i	i	i	i
C/C(=N/NC(=O)c1cc(-c2cccc([N+](=O)[O-])c2)n[nH]1)c1ccc(Cl)cc1	i	6	i	i	i	-3	1.1	i	i	i	i
Brc1c(CSc2nncn2-c2ccccc2)nc2ncccn12	i	-3	i	i	i	-3	-2.1	i	i	i	i
CN(CCO)c1cc(N(C)CCO)c([N+](=O)[O-])cc1[N+](=O)[O-]	i	-2	i	i	i	-7	-1.4	i	i	i	i
O=C(NCC(=O)N1CCN(c2ccccc2O)CC1)c1ccc(Br)o1	i	0	i	i	i	-2	-0.4	i	i	i	i
O=C(Cc1nnc(NC(=O)Nc2ccccc2F)s1)NCc1ccccc1	i	0	i	i	i	-6	0.4	i	i	i	i
CC(C(=O)Nc1ccc(Cl)cc1Cl)N1C(=O)NC2(CCCC2)C1=O (centres undefined)	i	-9	i	i	i	0	0.1	i	i	i	i
CCOc1cc(CNc2ccccc2)cc(Br)c1OCC(=O)NC(C)(C)C	i	7	i	i	i	2	0.3	i	i	i	i
O=C(Cn1ccc2ccccc2c1=O)NCC1COc2ccccc2O1 (centres undefined)	i	-10	i	i	i	-3	0.9	i	i	i	i
CC(=O)c1c(C)[nH]c(C(=O)/C(C#N)=C/c2cccc(C)c2)c1C	i	30	i	i	i	10	-3.6	i	i	i	i
CCN1CCN(S(=O)(=O)c2ccc(-c3cc(C)no3)s2)CC1	i	15	i	i	i	1	-0.1	i	i	i	i
CC1=NN(C(=O)c2ccoc2C)C(O)(C(F)(F)F)C1 (centres undefined)	i	19	i	i	i	7	0.3	i	i	i	i
Cc1ccc2nc(NC(=O)c3cc(-c4ccco4)nc4ccccc34)sc2c1	i	-11	i	i	i	7	0.3	i	i	i	i
COc1ccc(S(=O)(=O)N2CCCCCC2)cc1C(=O)N(C)CC(=O)Nc1ccccc1Cl	i	15	i	i	i	-5	-0.3	i	i	i	i
COCC1CCCCN1C(=O)c1ccc(OC2CCN(CCc3ccccc3)CC2)cc1 (centres undefined)	i	-3	i	i	i	-1	-0.2	i	i	i	i
CCOc1ccc(NS(=O)(=O)c2ccc(OCC)c3ncccc23)cc1	i	-3	i	i	i	1	1.3	i	i	i	i
Cc1cccc(NC(=O)CSc2nsc(SCC(=O)Nc3cccc(C)c3)c2C#N)c1	i	11	i	i	i	2	0.0	i	i	i	i
CCOc1c2ccc(C(=O)NCc3ccc(C(F)(F)F)cc3C(F)(F)F)cc2nn1C	i	5	i	i	i	7	-0.4	i	i	i	i
COc1cc(OC)cc(C(=O)Nc2ccc(S(=O)(=O)Nc3cc(C)nc(C)n3)cc2)c1	i	-2	i	i	i	-4	-0.1	i	i	i	i
COc1ccc(/C=N/Nc2nncc3ccccc23)c(OC)c1	i	33	i	i	i	8	1.6	i	i	i	i
CSc1cccc(NC(=O)c2sc3nc4n(c(=O)c3c2C)CCC4)c1	i	-1	i	i	i	28	3.8	i	i	i	i
CCOc1ccc(S(=O)(=O)n2nnc3ccccc32)cc1C(C)C	i	-5	i	i	i	-7	0.0	i	i	i	i
CC(=O)N1CCN(C(=O)c2ccc(Oc3ccccc3)cc2)CC1	i	-2	i	i	i	3	0.2	i	i	i	i
COc1ccc(N2CCN(CCNC(=O)C3CC(=O)N(C4CCCC4)C3)CC2)cc1 (centres undefined)	i	-1	i	i	i	3	0.0	i	i	i	i
COc1ccc(NC(=O)c2ccccc2)c([N+](=O)[O-])c1	i	13	i	i	i	-3	2.0	i	i	i	i
Cc1nc(NC(=O)C23CC4CC(CC(C4)C2)C3)sc1Cc1ccc2c(c1)OCO2	i	-10	i	i	i	5	1.0	i	i	i	i
O=C(CSc1nc(C(F)(F)F)cc(=O)[nH]1)Nc1nccs1	i	-1	i	i	i	8	-4.3	i	i	i	i
CCOc1ccc(N(CC(=O)NCc2ccc(F)cc2)C(=O)c2ccco2)cc1	i	0	i	i	i	-2	0.2	i	i	i	i
CC(Oc1ccc2ccc(=O)oc2c1)C(=O)NCCN1CCOCC1 (centres undefined)	i	-5	i	i	i	1	61*	i	i	i	i
COc1ccc(C(=O)N/N=C(\C)CC(=O)Nc2ccc3c(c2)OCO3)cc1	i	-25	i	i	i	-9	0.1	i	i	i	i
CCOc1ccc(NC(=S)NCc2ccc3c(c2)OCO3)cc1	i	18	i	i	i	24	0.0	i	i	i	i
Cc1ccc(SCCNC(=S)Nc2ccc(C)c(C)c2)cc1	i	-5	i	-5.7*	i	36	0.3	i	i	i	i
CCOc1ccc(-c2n[nH]c(C(=O)NN)c2C)cc1	i	-4	i	i	i	-2	2.3	i	i	i	i
CCn1c(NC(=O)C(C)C)c2ccccc2nc1=O	i	-2	i	i	i	-8	0.5	i	i	i	i
Cc1nc2cc(C(F)(F)F)ccc2n1C1CCN(CC(=O)N2CCCC2)CC1	i	-7	i	i	i	-6	0.6	i	i	i	i
O=C(CCc1nc2sc3c(c2c(=O)[nH]1)CCCC3)Nc1ccccc1Cl	i	11	i	i	i	7	0.2	i	i	i	i
CC(=O)N[C@@H](Cc1c[nH]c2ccccc12)C(=O)OCC(=O)Nc1ccc(S(=O)(=O)N(C)C)cc1	i	15	i	i	i	16	-0.5	i	i	i	i
COc1ccc(Cl)c2sc(N(CCN(C)C)C(=O)c3ccc4c(c3)OCCO4)nc12	i	-9	i	-9.6*	i	-2	2.0	i	i	i	i
CCCCNCCCOc1ccc(C)cc1Br	i	-3	i	i	i	-3	-0.1	i	i	i	i
CCOC(=O)N1CCN(C(=O)CSc2ccc(-c3ccccc3)nn2)CC1	i	-34	i	i	i	-2	-0.6	i	i	i	i
CC(=O)N1N=C(c2cccc([N+](=O)[O-])c2)OC1c1ccc(Br)cc1 (centres undefined)	i	-6	i	i	i	-11	0.0	i	i	i	i
CCCNC(=O)C(=O)N/N=C/c1cccs1	i	-7	i	i	i	-3	0.5	i	i	i	i

# (more compounds)
molecule	RGS4 block	Platelet DG rel	RGS4 act	TRPC6 inhibitor	MrgX1 antagonist	SKKanGAS inh	HIF activator	MrgX1 ag	MrgX1 PAM	TRPC6 activator	TRPC4 inh
COc1cccc(C2Nc3ccc4ccccc4c3C3=C2C(=O)CCC3)c1O (centres undefined)	i	0	i	i	i	2	-0.3	i	i	i	i
CCOc1ccc(/C(C)=N\NC(=O)Cc2ccccc2)cc1	i	-1	i	i	i	2	-0.1	i	i	i	i
COCC1CCCCC1OS(N)(=O)=O (centres undefined)	i	-3	i	i	i	10	-1.3	i	i	i	i
CCP(=O)(CC)C(C)(C)CP(=O)(c1ccccc1)c1ccccc1	i	-6	i	i	i	-3	0.0	i	i	i	i
COc1ccc(OC)c(C(C)NC(C)=O)c1 (centres undefined)	i	7	i	i	i	23	0.4	i	i	i	i

# Bioassay records from PubChem.
